# Giardia FBPA inh: inhibitors of Giardia lamblia fructose-1,6-bisphosphate aldolase | A8B2U2 | purified Giardia FBPA | Potency, µM (titrated, usually from 59.6 µM), without a hit: top-dose activity, negative = inhibition, hits mostly inhibitors | 290,000 compounds, 0.71% hits | AID 2451; further: potency means the concentration at half of the fitted maximal effect; on the % scale 0 is the no-effect control and ±100 the full control effect; nearly all actives have a fitted effect of over 55% in size
# Target sequence (A8B2U2 whole entry, looked up): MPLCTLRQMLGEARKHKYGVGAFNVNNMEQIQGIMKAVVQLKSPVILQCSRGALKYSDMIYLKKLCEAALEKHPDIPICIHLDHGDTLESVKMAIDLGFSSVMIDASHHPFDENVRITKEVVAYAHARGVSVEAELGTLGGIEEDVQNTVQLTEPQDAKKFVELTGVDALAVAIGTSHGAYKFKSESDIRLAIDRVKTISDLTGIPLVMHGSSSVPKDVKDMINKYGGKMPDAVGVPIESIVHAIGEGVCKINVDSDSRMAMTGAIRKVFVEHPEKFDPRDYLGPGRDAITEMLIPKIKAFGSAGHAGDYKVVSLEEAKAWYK
#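 40 nM FBPA preincubated 10 min at RT with compound (up to 57.5 uM final), then substrate plus GAPDH/TPI/NAD/arsenate coupling and diaphorase/resazurin added. Fluorescence read after 20 min at RT, 525/598 nm.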
# Pf growth 48h: P. falciparum growth inhibition at 48 hours (one generation); 310,000 compounds, 5.9% hits; P. falciparum luciferase growth in erythrocytes, 48 h; Potency, µM (doses to about 28.7 µM), for the others: at the highest dose activity change, negative = inhibition, hits mostly inhibitors; further: potency means the concentration at half of the fitted maximal effect; on the % scale 0 is the no-effect control and ±100 the full control effect
#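 Luminescence readout; reporter = integrated firefly luciferase in P. falciparum. RBC culture at 2% hematocrit, 0.1% parasitemia final, 37 C/5% CO2; decreased signal taken as growth inhibition.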
# HCV inhibitor: inhibitors of hepatitis C virus infection. Huh7.5.1 HCVcc-Cre infection, luciferase reporter, 44 h. 340,000 compounds, 3.4% hits. Potency, µM (series often up to 41.8 µM), for the others: at the top dose activity change, negative = inhibition, usual class: inhibitors; further: potency means the concentration at half of the fitted maximal effect; on the % scale 0 is the no-effect control and ±100 the full control effect
#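 Cells (1,000/well) were plated 4 h before compound, then infected with HCVcc-Cre virus (~0.5 moi). After 44 h further culture, infection was read as luciferase luminescence following a 15 min substrate incubation at room temperature.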
# Cycloheximide cs: counter-screen hit for Shiga toxin inhibitors, cycloheximide | cell reporter, cycloheximide protein synthesis inhibition counterscreen | max response, % | 300,000 compounds, 12% hits | AID 2314; in the data active means max response mostly above about 13%, no sharp cut-off; inactive means mostly below about 14%; further: read at 38.3 µM for the half of the compounds with a filed dose; 0% is about no effect
# Shiga toxin inh: inhibitors of Shiga toxin in Vero cells; AID 2315; Vero cells, Shiga toxin protein synthesis inhibition reporter; inhibition, % at 38.7 µM; 290,000 compounds, 9.2% hits; in the data active means inhibition mostly above about 28%, no sharp cut-off; inactive means mostly below about 43%; further: 0% is about no effect
# Pf growth 96h: P. falciparum growth inhibition at 96 hour, primary screen for plastid delayed-death inhibitors; AID 504834; P. falciparum luciferase reporter growth, 96 h; Potency, µM (highest dose often 28.7 µM), without a hit: at the top dose activity change, negative = inhibition, usual class: inhibitors; 320,000 compounds, 6.9% hits; further: potency means the concentration at half of the fitted maximal effect; on the % scale 0 is the no-effect control and ±100 the full control effect
#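 Readout is luminescence from an integrated firefly luciferase in P. falciparum. Red cells, 2% hematocrit and 0.05% parasitemia final, were cultured with compound through two parasite generations (96 hours) at 37 C, 5% CO2.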
# * marks the source's active call; other numbers are inactive results; ? = inconclusive; / = no result given; [ ] = another dose, or the depositor's remark. Unless noted, the call rests on the fitted dose curve; in most records, active means well fitted curve in the direction sought with a large enough effect; inconclusive means small, poorly fitted or top-dose-only effect, or another doubt; inactive means no such curve, though single readings can be large; an effect the other way counts as inactive or inconclusive.
SMILES,Giardia FBPA inh,Pf growth 48h,HCV inhibitor,Cycloheximide cs,Shiga toxin inh,Pf growth 96h
CN(C)C(=S)Nc1ccc([N+](=O)[O-])cc1,-13.8%,4.3%,3.8%,10.3,25.5,5.3%
CCC(=O)N1CCN(CCN=Cc2c(O)n(C)c(=O)n(C)c2=O)CC1,-4.9%,14.1%,22.0%,-1.7,-13.7,-0.6%
COc1ccc(OC(C)C(=O)N(C)Cc2nc(-c3ccccc3)no2)cc1 (stereo unspecified),-11.6%,2.5%,?,-2.4,-4.6,14.0%
COC(=O)c1ccc(NC(=O)CSCC(=O)OCC(=O)c2ccc(Br)cc2)cc1,2.6%,8.7%,-1.8%,-1.5,14.8,/
Cc1ccc2cc3cc(C(=O)N4CCN(Cc5ccccc5)CC4)sc3nc2c1,7.4%,/,?,-0.7,-14.4,16.3%
CCOC(=O)N1CCN(C(=O)c2cccn3c(=O)c4sccc4nc23)CC1,7.8%,27.2%,6.9%,-0.5,-3.3,2.33µM*
CC(Sc1nnc(N)s1)C(=O)c1c(N)n(C)c(=O)n(C)c1=O (stereo unspecified),/,5.1%,0.8%,/,/,3.9%
C=CC[n+]1c(/C=C/c2ccc(OC(C)=O)c(OC)c2)ccc2ccccc21,4.5%,/,?,2.2,4.9,?
COc1ccc(OC)c(S(=O)(=O)N(C)CC(=O)N2CCOCC2)c1,-3.9%,?,18.4%,2.8,-8.3,13.7%
Cc1ccc(S(=O)(=O)N2CCC(=O)N(C(COCc3ccccc3)C(C)C)CC2)cc1 (stereo unspecified),-4.9%,?,0.6%[8.37 µM],-2.5,-2.0,?
CCCCCCCCCCCCCCCCCCO,4.4%,-0.2%,/,-1.4,-1.8,11.6%
CC(C)c1ccc(NC(=O)Cc2cn(C)c3ccccc23)cc1,1.6%,4.3%,-7.6%,13.8*,21.1,?
O=C(COC(=O)c1ncc(Cl)c(Cl)c1Cl)NCc1ccccc1,/,-3.0%,1.0%,/,/,?
CN(C(=O)c1ccco1)c1nnc(-c2ccc(F)cc2)s1,5.2%,130.1%[activator],-21.8%,50.9*,84.7*,2.3%
COc1ccc2c(/C=C/c3cc[n+](C)cc3)c[nH]c2c1,?,1.17µM*,?,-2.0,4.7,0.522µM*

# Shown with two lines to a compound: part of the list above
# Values run as follows: Giardia FBPA inh, Pf growth 48h, HCV inhibitor, Cycloheximide cs, Shiga toxin inh, Pf growth 96h
CN(C(=O)c1ccco1)c1nnc(-c2ccc(F)cc2)s1
 : 5.2%, 130.1%[activator], -21.8%, 50.9*, 84.7*, 2.3%
COc1ccc2c(/C=C/c3cc[n+](C)cc3)c[nH]c2c1
 : ?, 1.17µM*, ?, -2.0, 4.7, 0.522µM*

# New compounds follow.
SMILES,Giardia FBPA inh,Pf growth 48h,HCV inhibitor,Cycloheximide cs,Shiga toxin inh,Pf growth 96h
C=CCc1ccccc1OCCNCc1ccccc1,?,3.5%,0.6%,-12.7,2.7,-17.1%
O=C(O)CC1c2ccccc2C=Cc2ccccc21,/,-4.4%,23.9%,/,/,99.4%[activator]
CCCCn1c(O)c(C(CC)=NCc2ccc3c(c2)OCO3)c(=O)[nH]c1=O,6.0%,?,?,-0.3,-12.2,13.1%
CCOC(=O)c1cc(-c2cccnc2)nn1-c1ccccc1C,-14.7%,?,-16.2%,-0.6,-19.6,-8.8%
O=C(Nc1ccccc1N1CCCC1)C1CCN(S(=O)(=O)c2ccccc2)CC1,/,-18.3%,8.5%[8.37 µM],/,/,-11.7%
Cc1[nH]n2c(=O)c3c(nc2c1-c1ccc(F)cc1)CCCC3,-0.5%,-5.3%,-3.1%,6.5,13.9,10.7%[5.75 µM]
COc1ccccc1N1CCN(S(=O)(=O)CCNC(=O)CC2CCCCC2)CC1,/,-2.4%,7.1%[8.37 µM],/,/,4.1%
Cc1nnc(SCC(=O)N2CCCC2)n(N)c1=O,-14.0%,28.7%,14.8%,6.4,38.8,7.0%
CC(C)Nc1nc(C#N)nc(NC(C)C)n1,-3.3%,?,-1.5%,4.7,18.8,-24.7%
O=C(O)c1ccccc1C(=O)c1ccc2c(c1)N(Cc1ccc(Cl)c(Cl)c1)C(=O)CO2,-28.0%,-119.1%,4.7%,-1.8,-8.0,0.0%
O=C(O)c1cccc(NCc2cccnc2)c1,1.4%,/,-9.0%,0.4,16.8,40.0%[activator]
O=C(COc1cccnc1[N+](=O)[O-])c1ccc(Cl)s1,?,-30.9%,7.1%,17.7*,28.7,-5.1%
Cc1ccc(C(=O)N/C(=C\c2ccco2)C(=O)NCCN2CCCCC2)cc1C,/,12.4%,?,14.8,-6.7,0.5%
Brc1ccsc1-c1csc(-c2ccncc2)n1,8.8%,/,?,43.0*,87.0*,?
Cc1cccc(C)c1NC(=O)CN1N=NC2C(=O)N(c3cccc(Cl)c3)C(=O)C21 (stereo unspecified),-2.1%,8.9%,5.2%,1.2,-14.4,0.9%
Cc1ccnc(NC(=O)c2cccc([N+](=O)[O-])c2C)c1,0.6%,120.7%[activator],-12.0%,15.6,50.6,120.9%[activator]
Cc1ccc(S(=O)(=O)Nc2cccc(Cl)c2)cc1NC(=O)c1cccnc1,2.9%,?,-12.0%,-4.8,-6.6,10.7%
CCCOC1CCCN(C(=O)CCc2nnc(-c3ccc4c(c3)OCO4)o2)C1 (stereo unspecified),/,15.0%,-5.4%,46.3*,117.4*,13.1µM*
Cc1cccc(CC(C)NC(=O)CCc2nnc(-c3ccccc3)o2)n1 (stereo unspecified),9.4%,-8.3%,1.8%,12.9*,21.8,?
O=C(N1CCCC1)C12CC3CCC(CC(C3)C1)C2,7.7%,?,-9.1%,1.0,-6.1,71.1%[activator]
COc1ccccc1NC(=O)C12CCC(C)(C(=O)C1)C2(C)C (stereo unspecified),4.5%,4.2%,7.4%,-1.1,-5.3,0.0%
CN1CCN(c2ccc([N+](=O)[O-])c(Sc3nc4ccccc4[nH]3)c2)CC1,0.9%,-35.2%,-7.8%,-2.6,-2.6,?
Cc1cccc(C)c1OCC(=O)Nc1ccncc1,-11.6%,0.0%,?,10.3,/,?
CC(C)CNC(=O)CC(=O)N/N=C/c1ccc(F)cc1,7.2%,3.0%,17.8%,-3.3,7.4,?
COC(=O)c1cc2ccccc2n1Cc1ccc(Cl)nc1,-5.0%,2.4%[0.00184 µM],-29.9%,-3.7,-10.1,-8.6%
Cc1ccccc1NC(=O)c1ccc(NC(=O)c2ccco2)cc1,0.1%,26.7%,-3.5%,27.1*,39.1,/
CC(=O)c1cccc(NC(=O)N2CCC(NC(=O)C3CCCCC3)CC2)c1,4.4%,-12.1%,5.3%,-2.4,22.7,?
COc1cccc(C2CC(=O)Nc3cc4c(cc32)CCC4)c1 (stereo unspecified),-3.7%,?,?,-4.2,-18.2,?
CN1C(=O)c2ccccc2C(C(=O)NCc2ccco2)C1c1c[nH]c2ccccc12 (stereo unspecified),-0.7%,-15.9%,19.5%,1.3,-4.4,?
Cc1[nH]c2ccccc2c1Cc1nnc(SCc2ccccc2)o1,-13.2%,/,-8.2%,-1.1,-16.4,?
O=C(CSc1nnc(-c2ccc(C(F)(F)F)cn2)o1)Nc1cccc(Cl)c1,-3.1%,114.5%[activator],6.0%,17.1*,56.4,54.7%[activator]
Cn1c2c(c(=O)n(C)c1=O)C1c3cc(Cl)ccc3OCC1CO2 (stereo unspecified),5.1%,-3.9%,-7.1%,-2.4,-9.0,/
Cc1cc(C)c(S(=O)(=O)N2CCCCC2CCNC(=O)C(=O)NCc2ccco2)c(C)c1 (stereo unspecified),/,?,?,/,/,?
O=C(NCc1ccco1)C(c1cccnc1)N(C(=O)Cn1nnc2ccccc21)c1ccccc1 (stereo unspecified),1.3%,/,7.3%,-1.4,-17.9,?
Cc1cccc(C(=O)Nc2oc(-c3ccccc3)cc2C#N)c1,-1.2%,-2.0%,-9.1%,-2.0,-4.7,-20.1%
COc1ccccc1CC(=O)Nc1cccc(C(=O)NN2C(=O)c3ccccc3C2=O)c1,6.1%,-2.3%,17.3%,5.2,-1.8,9.28µM*
O=C(CNC(=O)c1cccc(Br)c1)N/N=C/c1cccnc1,-0.2%,19.0%,2.4%,-2.0,-4.7,17.3%
CC(C)(C)C(=O)Nc1c(Cl)cccc1OC(F)(F)F,-0.2%,?,8.4%,0.9,10.1,0.0%
O=C(NNC(=O)C1CCCC1)c1cc([N+](=O)[O-])cc([N+](=O)[O-])c1,/,1.6%,17.6%,/,/,-14.3%
O=c1ccc2cc(S(=O)(=O)NCc3ccccc3)ccc2[nH]1,0.4%,0.0%,8.1%,-2.8,-4.1,8.4%
O=C(NNc1cccc(Cl)n1)Nc1cccc(Cl)c1,-7.5%,/,1.4%,-6.7,-14.9,13.1µM*
CCOC(=O)/C(C#N)=C1/C=CNC(=O)N1,0.7%,/,7.5%,-3.8,-8.8,28.5%
O=c1[nH]n(-c2ccc([N+](=O)[O-])cc2)c(=O)c2ccccc12,-6.8%,31.4%[activator],-0.6%,-2.6,-17.0,-21.8%
Cc1cc(C(=O)O/N=C(\N)c2ccc(C(C)(C)C)cc2)no1,-1.0%,362.3%[activator],-26.3%,33.5*,41.9*,463.4%[activator]
CCCOc1ccc(-c2nc(SCc3ccccc3)[nH]c(=O)c2C#N)cc1OC,-11.7%,?,-3.7%,-1.0,-4.9,2.0%
COc1cc(OC)cc(-c2nnc(NC(=O)c3ccc4c(c3)OCCO4)o2)c1,?,12.1%,2.1%,12.9,-2.8,?
CCOC(=O)CSC1=C(C#N)C(c2ccc(Cl)cc2)CC(=O)N1 (stereo unspecified),-0.3%,/,?,-4.9,-18.4,-22.4%
CCc1noc(C)c1C(=O)OCC(=O)c1ccccc1OC,1.3%,3.5%,?,3.4,30.2,?
CCCCC(=O)Nc1nnc(SCC(=O)NC2CCCC2)s1,4.1%,13.9%,14.5%,-3.7,-13.9,?
CN(C)S(=O)(=O)N1CCC(Oc2cccc(C(=O)N3CCCCCC3)c2)CC1,/,-10.3%,?,-0.4,16.1,?
Cc1ccc(CC(=O)Nc2nc3ccccc3s2)cc1,-0.5%,74.3%[activator],-16.0%,39.9*,174.4*,127.2%[activator]
Cc1cccn2c(=O)c3cc(C(=O)NCC4CCCO4)c(=N)n(CCN4CCOCC4)c3nc12 (stereo unspecified),1.7%,/,33.2%,-3.3,-4.4,-92.3%
CCSc1ncc(C#N)c(=O)[nH]1,-0.5%,-21.2%,17.3%,-1.8,-3.6,3.8%
CC(=O)c1c(C(C)=O)c(C)n(NC(=O)c2ccc(Cl)cc2)c1C,4.9%,/,2.6%,-4.9,-4.3,6.5%
CN1CCN(c2ccc(C(N)=O)cc2[N+](=O)[O-])CC1,3.6%,?,0.5%,-2.7,-0.6,-0.5%
COc1cc2cc(CN(Cc3nnnn3Cc3ccccc3)CC3CCCO3)c(=O)[nH]c2cc1OC (stereo unspecified),2.3%,?,8.7%,-2.2,26.6,115.2%[activator]
CC(C)(C)C(=O)/C=c1\s/c(=C\c2ccc(-c3ccc([N+](=O)[O-])cc3)o2)c(=O)n1CC(=O)NC(N)=O,-21.9%,?,-19.4%,13.9,10.0,24.6%[5.75 µM]
CCn1c(SCC(=O)c2c[nH]c3ccccc23)nnc1-c1cccs1,-7.3%,?,?,-1.6,-8.4,-11.2%
COc1ccccc1C(=O)Nc1cc(Cl)ccc1O,-3.6%,?,?,-5.4,-14.3,?

# Bioassay records deposited in PubChem by National Center for Advancing Translational Sciences (NCATS).

# This is a random part of the collection. About 24% of those tested had a hit in this group.
